Screening data as filed in PubChem BioAssay.
ERG-DNA inh – ERG Ets/DNA interaction inhibition | P11308 | fluorescence polarization, His-ERG Ets domain / labelled DNA | Potency, µM (doses to about 76.9 µM), inactives show at the highest dose FP activity, negative = inhibition, most hits filed as inhibitors | actives 0.028% (n = 370,000); active = well fitted inhibition curve with a large enough effect in the polarisation, with a control signal flat; inconclusive = small, poorly fitted or top-dose-only effect, or effect the other way, or a change in a side signal; inactive = no such curve, though single readings can be large or run the other way; the % refers to the polarisation;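 note: polarization taken with two DNA probes labelled with fluorescein and Texas red; potency is the fitted concentration of half-maximal effect; % of control where 0% means no effect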
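His-tagged ERG Ets domain (1 uM in the protein solution; 300mM KCl, 50mM Tris-HCl, 1mM EDTA, 1mM DTT, pH 7.5) received compound, then a probe mix of 5 nM fluorescein-DNA and 100nM Texas-615-DNA. Fluorescence polarization was read for both dyes.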
Pol beta inh – inhibitors of human DNA polymerase beta. Pol beta primer extension/strand displacement, fluorescence kinetic. actives 1.3% (n = 340,000). P06746. Potency, µM (series often up to 114 µM), without a hit: at the highest dose activity change, negative = inhibition, usual class: inhibitors; note: potency is the fitted concentration of half-maximal effect; % is set by controls: 0 for no effect and ±100 for the full control effect
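Preincubation: enzyme (10 nM) with compound, 15 min, RT. Reaction: substrate added to 50 nM final. Reads: 0 and 10 min. Analysis: normalized, Hill fit.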
POLH inh – inhibitors of human DNA polymerase eta. Q9Y253. recombinant Pol eta, fluorescent DNA replication assay. Potency, µM (top dose mostly 114 µM), inactives show top-dose activity change, negative = inhibition, most hits filed as inhibitors. actives 1.2% (n = 390,000); note: potency is the fitted concentration of half-maximal effect; % is set by controls: 0 for no effect and ±100 for the full control effect
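Pol eta at 10 nM preincubated with compounds 15 min at room temperature; reaction started with fluorescent substrate (50 nM final) and read kinetically at 0 and 10 min.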
ALOX12 inh – inhibitors of human 12S-lipoxygenase ALOX12 | P18054 | purified 12hLO, xylenol orange hydroperoxide absorbance | Potency, µM (titrated, usually from 108 µM), for the others: top-dose activity change, negative = inhibition, hits mostly inhibitors | actives 1.1% (n = 580,000); note: potency is the fitted concentration of half-maximal effect; % is set by controls: 0 for no effect and ±100 for the full control effect
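Purified human 12hLO at 150 nM in 25 mM Hepes, 0.01% Triton X-100, pH 7.0, preincubated 15 min at room temperature with compound. Reaction started with 40 uM arachidonic acid, 30 min at room temperature. Hydroperoxide measured by Fe-xylenol orange, 573/405 nm absorbance ratio.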
LDHA inh – LDHA (human) enzyme inhibition | purified LDHA, NADH/diaphorase-resazurin fluorescence; stronger effect = lower value | activity change, % (values are at about 110 or 230 µM) | actives 0.15% (n = 480,000); in the data active = activity change below about -30%; inconclusive = mostly about -25% to -30%;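 note: plate controls were DMSO wells for no effect and wells without enzyme for full effect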
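LDH5 2 nM; NADH 0.06 mM, pyruvate 0.2 mM; 200 mM Tris pH 7.4, EDTA, Tween-20; 5 min RT. Detection: diaphorase 0.133 mg/mL + resazurin 37 µM, fluorescence ex540/em590 at 0 and 20 min; normalized to enzyme-free and DMSO wells.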
Anesthetic bind – binds horse apoferritin like a general anesthetic; P02791; apoferritin/1-aminoanthracene competitive binding, fluorescence; Potency, µM (series often up to 77.5 µM), for inactives: top-dose activity change, negative = displacement, hits mostly inhibitors; actives 0.074% (n = 350,000); AID 485281; note: potency is the fitted concentration of half-maximal effect; % is set by controls: 0 for no effect and ±100 for the full control effect; nearly all actives have a fitted effect of over 20% in size
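Probe: 1-aminoanthracene (50% saturated, PBS). Protein: horse-spleen apoferritin, 10 uM. Incubation: 10 min, room temperature. Detection: 380 nm excitation, 535 nm emission. Analysis: normalized response, four-parameter Hill.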
POLK inh – inhibitors of human DNA polymerase kappa | Potency, µM (highest dose often 107 µM), for the others: at the highest dose activity, negative = inhibition, actives largely listed as inhibitors | purified Pol kappa, fluorescent DNA synthesis assay, 10 min | actives 0.53% (n = 400,000); note: potency is the fitted concentration of half-maximal effect; % is set by controls: 0 for no effect and ±100 for the full control effect
Target sequence (Q9UBT6 whole entry, looked up): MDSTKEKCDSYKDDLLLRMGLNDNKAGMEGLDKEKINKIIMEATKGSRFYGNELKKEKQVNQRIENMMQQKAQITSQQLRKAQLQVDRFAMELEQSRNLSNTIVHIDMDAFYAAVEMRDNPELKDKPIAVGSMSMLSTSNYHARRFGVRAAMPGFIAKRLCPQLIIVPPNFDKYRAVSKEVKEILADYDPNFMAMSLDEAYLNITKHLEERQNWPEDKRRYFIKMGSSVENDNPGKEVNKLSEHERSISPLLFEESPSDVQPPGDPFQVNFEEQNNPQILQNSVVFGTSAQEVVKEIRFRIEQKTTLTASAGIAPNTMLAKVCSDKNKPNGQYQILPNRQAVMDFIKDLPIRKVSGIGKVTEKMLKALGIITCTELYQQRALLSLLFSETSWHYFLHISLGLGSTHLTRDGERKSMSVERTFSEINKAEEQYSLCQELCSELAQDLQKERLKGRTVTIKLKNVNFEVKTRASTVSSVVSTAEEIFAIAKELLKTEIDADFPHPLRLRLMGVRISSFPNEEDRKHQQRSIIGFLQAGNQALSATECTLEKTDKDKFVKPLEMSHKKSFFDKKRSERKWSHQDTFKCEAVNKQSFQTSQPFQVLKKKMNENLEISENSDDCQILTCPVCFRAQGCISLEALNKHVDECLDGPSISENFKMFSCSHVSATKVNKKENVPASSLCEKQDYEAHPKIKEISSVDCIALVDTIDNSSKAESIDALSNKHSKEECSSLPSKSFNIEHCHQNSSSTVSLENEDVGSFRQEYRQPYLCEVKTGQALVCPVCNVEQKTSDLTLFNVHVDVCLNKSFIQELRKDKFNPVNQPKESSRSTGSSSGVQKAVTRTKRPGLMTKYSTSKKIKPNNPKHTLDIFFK
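Inhibition of 10 nM Pol kappa is measured by a fluorescent read-out at 0 and 10 min following addition of 50 nM substrate (final), with a 15-min room-temperature compound preincubation.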
RGS4 inh – inhibitors of human regulator of G protein signaling 4; P49798; Potency, µM (top dose mostly 114 µM), for inactives: at the highest dose activity change, negative = inhibition, hits mostly inhibitors; Transcreener GDP fluorescence polarization, RGS4-accelerated GTP hydrolysis; actives 0.039% (n = 390,000); note: potency is the fitted concentration of half-maximal effect; % is set by controls: 0 for no effect and ±100 for the full control effect; nearly all actives have a fitted effect of over 75% in size; some results filed as inactive show a strong effect at the top dose
Target sequence (P49798 whole entry, looked up): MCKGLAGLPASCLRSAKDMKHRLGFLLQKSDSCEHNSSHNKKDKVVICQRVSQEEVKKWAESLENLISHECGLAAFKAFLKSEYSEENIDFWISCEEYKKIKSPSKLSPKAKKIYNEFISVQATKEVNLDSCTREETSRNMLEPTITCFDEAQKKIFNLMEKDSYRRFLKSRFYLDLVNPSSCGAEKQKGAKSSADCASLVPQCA
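MLSMR compounds (23 nl, pin-transferred) preincubated 10 min at room temperature with a 500nM (2x) first reagent, then RGS4 at 900nM (2x) plus Transcreener GDP mix added; fluorescence polarization (620/688 nm) read before and after 90 min at 30 °C.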
APE1 inh – APE1 (human) endonuclease inhibition; P27695; actives 0.35% (n = 350,000); recombinant APE1, TAMRA/BHQ-2 abasic DNA cleavage fluorescence; Potency, µM (doses to about 65.8 µM), without a hit: at the highest dose activity change, negative = inhibition, usual class: inhibitors;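 note: potency is the fitted concentration of half-maximal effect; plate controls were vehicle for no effect and reference inhibitor for full effect; nearly all actives have a fitted effect of over 55% in size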
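Substrate: short duplex with […] THF abasic site, 5'-TAMRA and 3'-BHQ-2, 50 nM final. APE1 at 0.75 nM, preincubated 15 min RT with compound. Fluorescence increase from first to third read measured activity.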
The depositor's hits bear a star; ? = inconclusive; . = not tested or not shown; [ ] = remark or other dose. Unless noted, calls come from the whole dose curve; as a rule, active = well fitted curve in the direction sought with a large enough effect; inconclusive = small, poorly fitted or top-dose-only effect, or another doubt; inactive = no such curve, though single readings can be large; an effect the other way counts as inactive or inconclusive. Not all compounds are listed. The share of hits here may be higher or lower than overall.

SMILES	ERG-DNA inh	Pol beta inh	POLH inh	ALOX12 inh	LDHA inh	Anesthetic bind	POLK inh	RGS4 inh	APE1 inh
COc1ccc(C2c3ccsc3CCN2C(=O)C(C)(C)C)cc1 (centres undefined)	-10%	4%	-24%	32%[activator]	-9	-4%	-17%	-23%	-5%
CC(C)(C)C1CCC(=NNc2ncc(C(F)(F)F)cc2Cl)CC1 (centres undefined)	-4%	-22%	-12%	?	0	?	-2%	-9%	-2%
Cc1ccc(CN2CCN(/N=C/c3ccc(N(C)C)cc3)CC2)cc1	-7%	-3%	-13%	-7%	2	0%	6%	-25%	-3%
O=C(COC(=O)/C=C/c1ccc(OC(F)F)cc1)NCCN1C(=O)CSC1=O	12%	-21%	-18%	0%	-4	-12%	-5%	-14%	?
Cc1ccn(CC(=O)N/N=C/c2cc([N+](=O)[O-])ccc2O)n1	-2%	-25%	-4%	-1%	8	-6%	-20%	5%	20%
Cn1c(NC(=S)Nc2ccccc2)nc2ccccc21	3%	3%	-21%	?	-7	-3%	1%	-23%	3%
Cc1nc2ccccc2n1C(C)c1ccccc1 (centres undefined)	-5%	23%	-11%	56%[activator]	-1	-8%	5%	22%	5%
COc1ccc(NC(=O)CSc2nnc(NC(=O)c3ccc(S(=O)(=O)N4CCOCC4)cc3)s2)cc1	3%	7%	-10%	8%	-8	31%	-1%	6%	-9%
Cc1nnc(NC(=O)c2ccc3ccccc3c2)s1	-11%	5%	-9%	0%	-6	-5%	-10%	4%	7%
Cc1nc(N2CCN(S(=O)(=O)c3ccccc3C#N)CC2)c2c(-c3cccs3)csc2n1	-11%	26%	-6%	-10%	-4	-15%	4%	-9%	-7%
CC(=O)Nc1ccccc1-c1nc2ccc(C(=O)N3CCN(c4ccccc4)CC3)cc2[nH]c1=O	8%	-3%	-2%	-5%	2	4%	-9%	2%	4%
Cc1cc(C(=O)Cn2nc(C(=O)O)c3ccccc3c2=O)c(C)n1-c1ccc(OC(F)F)cc1	-3%	31%[activator]	?	-7%	1	-20%	-6%	-22%	12%
O=C(COC(=O)c1ccc2c(c1)C(=O)N(Cc1ccncc1)C2=O)Nc1ccccc1[N+](=O)[O-]	-2%	35µM*	?	14%	0	-17%	-30%	-23%	-7%
CC(C)(C)NC(=O)C(c1ccncc1)N(C(=O)CNC(=O)c1ccco1)c1ccc2c(c1)OCO2 (centres undefined)	0%	-13%	4%	0%	13	-18%	-3%	9%	?
O=C(Nc1cccc(C(=O)N2CCN(c3ccccc3)CC2)c1)c1ccco1	5%	2%	6%	8%	-12	-4%	-8%	27%	-4%
CCCc1cc(=O)n2[nH]c(NCc3ccc(Cl)cc3Cl)nc2n1	2%	14%	-4%	0%	-3	6%	-6%	-7%[56.9 µM]	1%
Cc1ccccc1OCC(=O)Nc1ccc(C(N)=O)cc1	3%	-1%	-17%	0%	0	-2%	0%	5%	5%
Cc1cc2nc3n(c2cc1C)CC1CC(C(=O)NCC2CC2)N(C)C31 (centres undefined)	4%	12%	5%	17%	3	30%	10%	-8%	1%
CCCC1CCC(C(=O)Nn2cnc3ccccc3c2=O)CC1 (centres undefined)	.	7%	-10%	5%	-13	4%	-8%	23%	11%
CC(=O)c1ccc(S(=O)(=O)N2CCn3cccc3C2c2ccccc2F)cc1 (centres undefined)	-8%	2%	-17%	-18%	-10	-10%	-11%[60.1 µM]	-3%	.
CC(=O)Nc1cc(-c2ccc(Cl)cc2)[nH]n1	16%	3%	4%	-21%	0	-7%	11%	6%	-18%
Clc1ccc(-c2csc(N3CCSCC3)n2)cc1	-15%	-1%	-15%	-5%	-1	-12%	6%	6%[11.4 µM]	-2%
CCC1(c2ccccc2)NC(=O)N(CC(=O)Nc2ccccc2C(=O)N2CCCCC2)C1=O (centres undefined)	0%	.	-20%	5%	-5	.	2%	-37%	41%
O=S(=O)(NCCN1CCOCC1)c1cc(Cl)c(Cl)cc1Cl	-2%	3%	-3%	2%	-7	?	-5%	19%	8%
COc1ccccc1-c1ccc(SCc2ccccc2)nn1	-3%	-25%	-12%	-1%	2	?	-7%	-5%	-6%
Following part
SMILES	ERG-DNA inh	Pol beta inh	POLH inh	ALOX12 inh	LDHA inh	Anesthetic bind	POLK inh	RGS4 inh	APE1 inh
CC(NC(=O)C(=O)NCc1cccs1)c1ccccc1 (centres undefined)	-4%	4%	-2%	22%	-2	-18%	2%	10%	6%
O=C(CSc1n[nH]c(=O)n1C1CC1)Nc1ccc(Cl)cc1Cl	-3%	.	-6%	?	1	.	12%	4%	-4%
CCC(C)NC(=O)COc1ccccc1[N+](=O)[O-] (centres undefined)	-5%	29%	-26%	-9%	-1	-1%	-10%	-11%	15%
Cc1cccc(N2CCN(C(=O)CCN3C(=O)C4C5C=CC(C5)C4C3=O)CC2C)c1 (centres undefined)	-18%	0%	-3%	1%	0	-1%	5%	-20%	2%
Cc1c(NS(=O)(=O)c2ccccc2)c(=O)n(-c2ccccc2)n1C	-13%	0%	-17%	0%	-7	-12%	-4%	27%	-2%
CN(C)c1nc(N(C)C)n(Cc2c(Cl)cccc2Cl)n1	-4%	3%	-1%	-6%	-4	-4%	-11%	1%	0%
Cc1cccc2nc(=S)n(C(=O)c3ccco3)n12	-8%	-2%	-8%	-4%	-9	2%	-6%	8%	3%
COc1cccc(COC(=O)C2CCN(S(=O)(=O)c3ccc(F)cc3)CC2)c1OC	-4%	.	-10%	-10%	-1	.	-8%	-26%	13%
COc1ccc(CC(=O)Nc2ccccc2NC(=O)c2ccco2)cc1OC	0%	?	-23%	1%	-4	-10%	-3%	-24%	2%
O=C(CSc1cccc[n+]1[O-])NN(c1ccccc1)c1ccccc1	-1%	23%	-11%	13%	-2	0%	11%	3%[56.9 µM]	2%
CSc1ccc(NC(=O)CC(C)=O)cc1	3%	-1%	1%	0%	0	-16%	-21%	7%	0%
CCNCc1cc(OCC)c(OCC(=O)NCCc2ccccc2)cc1Cl	.	20%	-3%	2%[57.4 µM]	-4	-10%	-7%	-3%	-3%
NC(=O)C1CCN(C(=O)CC2(CC(=O)O)CCCCC2)CC1	-9%	21%	-14%	1%	-2	-1%	-11%	-4%	-1%
Cc1ccccc1NC(=O)C1CC(=O)N(c2ccccc2F)C1 (centres undefined)	6%	-5%	-16%	0%	-4	16%	-6%	12%	0%
Cc1ccccc1NC(=O)c1cccc2c(=O)c3c([nH]c12)CCCC3	-4%	-17%	-22%	-16%	-3	-3%	-6%	3%	.
Cc1ccc(C)c(CN2C(=O)C(C)Oc3ccc(C)cc32)c1 (centres undefined)	4%	10%	?	4%	-7	-18%	6%	10%	-2%
COC(=O)C1CCN(C(=O)COc2ccc(Cl)cc2)CC1	7%	-9%	-18%	0%	-3	6%	2%	8%[11.4 µM]	0%
Cc1ccc(NC(=O)COC(=O)C2CCC2)cc1S(=O)(=O)N1CCCCC1	-5%	.	-12%	23%	-7	.	-13%	7%	-2%
COC(=O)[C@H](Cc1ccccc1)NC(=O)c1cc(COc2c(F)cccc2F)on1	-3%	-2%	-22%	-8%	-2	4%	-7%	-2%[56.9 µM]	-18%

2 entries drawn at random from those above:
SMILES	ERG-DNA inh	Pol beta inh	POLH inh	ALOX12 inh	LDHA inh	Anesthetic bind	POLK inh	RGS4 inh	APE1 inh
Cc1ccccc1NC(=O)c1cccc2c(=O)c3c([nH]c12)CCCC3	-4%	-17%	-22%	-16%	-3	-3%	-6%	3%	.
O=C(CSc1n[nH]c(=O)n1C1CC1)Nc1ccc(Cl)cc1Cl	-3%	.	-6%	?	1	.	12%	4%	-4%

Structural class: those above with fluorine.
SMILES	ERG-DNA inh	Pol beta inh	POLH inh	ALOX12 inh	LDHA inh	Anesthetic bind	POLK inh	RGS4 inh	APE1 inh
CC(C)(C)C1CCC(=NNc2ncc(C(F)(F)F)cc2Cl)CC1 (centres undefined)	-4%	-22%	-12%	?	0	?	-2%	-9%	-2%
O=C(COC(=O)/C=C/c1ccc(OC(F)F)cc1)NCCN1C(=O)CSC1=O	12%	-21%	-18%	0%	-4	-12%	-5%	-14%	?
Cc1cc(C(=O)Cn2nc(C(=O)O)c3ccccc3c2=O)c(C)n1-c1ccc(OC(F)F)cc1	-3%	31%[activator]	?	-7%	1	-20%	-6%	-22%	12%
CC(=O)c1ccc(S(=O)(=O)N2CCn3cccc3C2c2ccccc2F)cc1 (centres undefined)	-8%	2%	-17%	-18%	-10	-10%	-11%[60.1 µM]	-3%	.
COc1cccc(COC(=O)C2CCN(S(=O)(=O)c3ccc(F)cc3)CC2)c1OC	-4%	.	-10%	-10%	-1	.	-8%	-26%	13%
Cc1ccccc1NC(=O)C1CC(=O)N(c2ccccc2F)C1 (centres undefined)	6%	-5%	-16%	0%	-4	16%	-6%	12%	0%
COC(=O)[C@H](Cc1ccccc1)NC(=O)c1cc(COc2c(F)cccc2F)on1	-3%	-2%	-22%	-8%	-2	4%	-7%	-2%[56.9 µM]	-18%
